Wnt bcat act – Wnt/beta-catenin pathway activators, primary screen, cell-based, plate reader, single point | Wnt/beta-catenin reporter cell assay, activator | activation, % at 9.35 µM | 300,000 compounds, 1.2% hits; in the data active = activation above about 30%, passing the limit was not always enough; inconclusive = no clear call, values can overlap the other calls;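 note: 0% = neutral control wells and 100% = positive control wells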
PvdQ acylase – P. aeruginosa PvdQ acylase inhibitors, primary screen, biochemical, fluorescence, plate reader and imaging, single point; PvdQ acylase [Pseudomonas aeruginosa LESB58]; purified PvdQ acylase; inhibition, % at 10 µM; 340,000 compounds, 0.063% hits; AID 488965, 2010; in the data active = inhibition above about 30%, passing the limit was not always enough; inconclusive = no clear call, values can overlap the other calls;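 note: 0% = vehicle neutral wells and 100% = reference inhibitor wells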
HTR5A ag ctr – HTR5A agonists in luminescence cell assay, primary screen, counter-screen for OPRM1-OPRD1 heterodimer agonist project, full-deck HTS; 340,000 compounds, 0.61% hits; 5-hydroxytryptamine receptor 5A (Homo sapiens), P47898; cell-based; activation, % at 9.3 µM; in the data active = activation mostly above about 9.5%, no sharp cut-off; inactive = mostly below about 7.6%;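 note: 0% = cells with vehicle only and 100% = reference agonist; strong numbers were not always called active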
Rtt109 Vps75 – inhibitors of C. albicans Rtt109/Vps75 HAT, primary screen, biochemical, ThioGlo CoA-SH fluorescence, plate reader; inhibition, % at 34.9 µM; 330,000 compounds, 0.16% hits; purified Rtt109/Vps75, 4 h; Histone acetyltransferase RTT109 (Candida albicans (strain SC5314 / ATCC MYA-2876)), …;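 active = inhibition of at least 50% in every replicate; inconclusive = best replicate reaches 50% inhibition but some replicates fall short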
MITF act – activators of MITF-driven TRPM1 promoter reporter, primary screen, cell-based, SK-MEL-5, luciferase, single point | SK-MEL-5 TRPM1-promoter luciferase, 24 h; % of positive control, neutral wells = 0 | AID 588334, 2011 | activation, % at 12.5 µM | 300,000 compounds, 0.75% hits;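 active = mean activation of at least 80% with every replicate also reaching 80%; inconclusive = mean reaches 80% but some replicate falls short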;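 note: 0% = neutral control wells and 100% = parthenolide positive control wells; values of inactives mirror those of a sister screen read the other way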
dFosB activator – activators of delta FosB homodimer, primary screen, biochemical, fluorescence polarization, TAMRA-CDK5 oligo, single point | Protein FosB (Mus musculus), P13346 | purified delta FosB; percent of positive-control signal above neutral wells | activation, % at 25 µM | 340,000 compounds, 0.99% hits | AID 493131, 2011;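 active = mean activation above about 17%, with every replicate also reaching it, limit read from the data, passing the limit was not always enough; inconclusive = only one of the two conditions met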;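 note: fluorescence polarization rise as delta FosB binds a TAMRA Cdk5 AP-1 oligo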
Target sequence (P13346 whole entry, looked up): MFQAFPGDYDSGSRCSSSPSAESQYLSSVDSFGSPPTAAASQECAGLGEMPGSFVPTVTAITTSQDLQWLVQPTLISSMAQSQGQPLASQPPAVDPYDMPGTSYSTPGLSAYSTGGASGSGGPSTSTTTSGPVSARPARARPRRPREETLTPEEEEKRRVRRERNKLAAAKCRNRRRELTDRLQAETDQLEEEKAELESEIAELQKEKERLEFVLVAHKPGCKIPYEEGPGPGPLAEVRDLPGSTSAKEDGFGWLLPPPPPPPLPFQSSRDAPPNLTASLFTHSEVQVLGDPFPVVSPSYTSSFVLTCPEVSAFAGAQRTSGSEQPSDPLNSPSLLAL
SR-BI DiI-HDL act – activators of SR-BI mediated DiI-HDL uptake, primary screen, ldlA[mSR-BI] CHO cells, DiI fluorescence; 3 h; 100 = double the neutral-control signal; activation, % at 12.5 µM; 320,000 compounds, 0.096% hits; AID 504775, 2011;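 active = mean replicate activation of at least 60% and every replicate at or above 60%; inconclusive = mean or all-replicate condition met, but not both; inactive = mean below 60% and not all replicates reaching 60%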;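 note: 0% = median plate neutral-control signal and 100% = twice that signal; values of inactives mirror those of a sister screen read the other way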
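System: CHO ldlA[mSR-BI] cells / Medium: HEPES-buffered (25 mM, pH 7.4) F12 plus 0.5% BSA / Probe or stimulus: labelled HDL, 10 µg/mL / Doses: single compound concentration, delivered by pin transfer / Schedule: 3 h, 37 °C / Measured by: DiI fluorescence, bottom read / Measure: cell-associated DiI fluorescence as measure of HDL uptake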
cardiac RTF act – cardiac RTF calcium sensitivity activators, primary screen, biochemical, IANBD-TnC fluorescence, EC20 calcium; AID 493008, 2010; IANBD-labeled TnC RTF fluorescence at EC20 calcium; 0% EC20 calcium, 100% full calcium; Troponin I, cardiac muscle (Homo sapiens) + Troponin T, cardiac muscle (Homo sapiens) + …; activation, % at 7.2 µM; 340,000 compounds, 0.24% hits;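 active = activation above the mean over all tested compounds plus 3 SD, cut at about 30% in these data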;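 note: rise in fluorescence read as greater calcium sensitivity of cardiac thin filaments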
CDK5 inh – inhibitors of human CDK5/p35 kinase, primary screen, biochemical, single concentration. 330,000 compounds, 0.01% hits. Cyclin-dependent kinase 5 (Homo sapiens) + Cyclin-dependent kinase 5 activator 1 (Homo …. Recombinant CDK5/p35, ADP-Glo luminescence, 60 min. AID 488839, 2010. inhibition, % at 10 µM;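 active = highest replicate inhibition of at least 50% and at least 75% of replicates reaching 50%; inconclusive = only one of the two criteria met; inactive = both criteria failed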;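 note: plate controls were DMSO neutral control for no effect and GW8510 at 10 µM for full effect; many of its hits are not listed in these tables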
Target sequence (Q00535 whole entry, looked up): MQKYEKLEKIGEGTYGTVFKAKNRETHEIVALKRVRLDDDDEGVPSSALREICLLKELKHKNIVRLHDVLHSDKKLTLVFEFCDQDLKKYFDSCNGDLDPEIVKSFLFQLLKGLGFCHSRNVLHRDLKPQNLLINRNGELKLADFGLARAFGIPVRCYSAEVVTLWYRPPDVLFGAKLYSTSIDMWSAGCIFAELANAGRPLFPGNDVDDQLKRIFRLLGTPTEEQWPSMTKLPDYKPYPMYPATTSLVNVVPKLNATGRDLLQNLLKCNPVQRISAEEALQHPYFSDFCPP
Target sequence (Q15078 whole entry, looked up): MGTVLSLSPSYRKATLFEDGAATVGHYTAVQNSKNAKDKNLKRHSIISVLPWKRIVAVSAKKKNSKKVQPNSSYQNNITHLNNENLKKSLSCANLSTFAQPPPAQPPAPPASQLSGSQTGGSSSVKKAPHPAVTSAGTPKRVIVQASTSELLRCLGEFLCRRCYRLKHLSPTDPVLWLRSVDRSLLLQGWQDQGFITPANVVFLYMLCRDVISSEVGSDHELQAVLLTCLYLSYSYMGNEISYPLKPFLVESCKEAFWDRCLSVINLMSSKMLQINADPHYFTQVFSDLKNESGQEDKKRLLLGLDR
SR-BI DiI inh – inhibitors of SR-BI mediated HDL lipid uptake, primary screen, ldlA[mSR-BI] cells, fluorescence, single point. Scavenger receptor class B member 1 (Mus musculus), Q61009. ldlA[mSR-BI] CHO cells, DiI-HDL uptake fluorescence, 3 h. inhibition, % at 12.5 µM. 320,000 compounds, 0.96% hits;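 active = mean replicate inhibition of at least 70% and a set share of replicates each scoring 70 or more; inconclusive = meets just one of the two criteria; inactive = fails both criteria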;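 note: 0% = median of neutral control wells and 100% = median of positive control wells; values of inactives mirror those of a sister screen read the other way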
Starred values were filed as active, the others as inactive; u = inconclusive; x = no result given. Compounds as they come. About 4.4% of those tested had a hit in this group.

canonical_smiles | Wnt bcat act | PvdQ acylase | HTR5A ag ctr | Rtt109 Vps75 | MITF act | dFosB activator | SR-BI DiI-HDL act | cardiac RTF act | CDK5 inh | SR-BI DiI inh
C#CCOCCOCCOCCNc1nc(N2CCN(C(=O)[C@H]([C@@H](C)CC)n3cc([C@@H](N)Cc4ccc(O)cc4)nn3)CC2)nc(N2CCN(C(=O)[C@H](Cc3ccc(O)cc3)n3cc([C@@H](N)CC(C)C)nn3)CC2)n1 | -3 | -7 | 5 | 23 | -6 | u | -2 | -2 | -0.5 | 2
CCN(CC)c1ccc(NC(=O)COc2ccccc2C#N)cc1S(=O)(=O)Nc1ccc(OC)cc1 | x | 3 | 4 | 3 | -13 | -7 | -22 | 1 | 1.4 | 22
Cc1ccc(N(CC(=O)NC(C)(C)C)C(=O)CCC(=O)Nc2nccs2)c(C)c1 | -2 | -29 | 0 | 6 | x | -5 | 5 | -4 | -1.0 | -5
CCCCc1nc2cc(C(=O)N3CCC(OCCOC)CC3)ccc2o1 | 4 | -2 | 0 | -4 | 26 | -5 | 2 | -2 | -0.2 | -2
COCCNC(=S)N/N=C(\C)c1ccc(OC)cc1 | -1 | -1 | 1 | -3 | -3 | 2 | 6 | -1 | -0.2 | -6
O=C1NC2(CCCCCC2)N=C1c1ccc(Br)cc1 | 4 | 5 | 0 | 3 | 9 | -2 | x | -3 | 2.0 | x
COc1ccc(C2C(C(N)=O)=C(C)Nc3nc(CCCO)nn32)cc1 (stereo not drawn) | 1 | 0 | 1 | -7 | -7 | -1 | 16 | -2 | 0.3 | -16
COc1ccc(CCNS(=O)(=O)c2ccc3c(c2)NC(=O)CO3)cc1OC | -1 | 9 | 6 | 9 | 2 | -12 | 2 | -2 | -0.3 | -2
Cc1ccc(C2CC(c3ccc(NS(C)(=O)=O)cc3)=NN2C(=O)c2ccco2)cc1 (stereo not drawn) | -1 | -6 | 4 | 13 | -7 | -14 | -15 | 4 | -0.1 | 15
Cc1nc(N2CCOCC2)nc(N2CCCCC2C)c1[N+](=O)[O-] (stereo not drawn) | 0 | 9 | 4 | x | x | -7 | x | 3 | 2.6 | x
Cc1ccc(NS(=O)(=O)c2cc(C(=O)NCCCN(C)C)ccc2Cl)cc1Cl | -1 | -11 | -1 | 6 | 2 | -10 | 13 | 1 | -1.1 | -13
Cc1ccc(-n2cnc3c(sc4nccc(N(C)C)c43)c2=O)cc1 | 0 | -1 | 3 | 4 | 49 | -3 | -19 | -8 | -0.5 | 19
O=C(Nc1ccc2c(c1)OCO2)Nc1ccc2c(c1)OCO2 | 30 | 2 | -3 | 10 | 75 | -1 | 40 | -3 | -1.2 | -40
COc1cc2c(cc1OC)C(c1cccs1)CC(=O)N2 (stereo not drawn) | 1 | -17 | -1 | -14 | x | -5 | -7 | 1 | 0.5 | 7
CN1CCN(/N=C/c2nc(-c3ccccc3)n3ccccc23)CC1 | x | 3 | -1 | 0 | 13 | -4 | 9 | 6 | -0.4 | -9
COC(=O)C1=C(CSCc2ccco2)NC(=O)NC1c1cc(C)ccc1C (stereo not drawn) | -1 | -13 | -1 | 7 | x | -3 | -12 | 0 | 1.3 | 12
CCc1nnc(NC(=O)COC(=O)c2cc(OC)cc(OC)c2)s1 | 1 | 8 | -3 | -11 | -7 | 6 | 12 | -6 | -0.6 | -12
Cc1nc2cc(-c3ccccc3)nn2c(C)c1CCC(=O)NC(C)c1ccc2c(c1)OCCO2 (stereo not drawn) | -2 | 0 | 10 | 17 | -22 | -11 | -77 | 0 | -0.4 | 77*
CN(CC(=O)Nc1ccc(F)cc1)C(=O)COC(=O)c1cc([N+](=O)[O-])ccc1N1CCOCC1 | x | -4 | -8 | 15 | -1 | -7 | -11 | -4 | 0.6 | 11
CCOC(=O)c1c(C)[nH]c(C(=O)OCC(=O)NC(C)C)c1C | 4 | -6 | 1 | 5 | 17 | 6 | -21 | -4 | 0.0 | 21
c1ccc(-c2noc(-c3cccc4ccccc34)n2)cc1 | x | -15 | 3 | 2 | 38 | -5 | -13 | 1 | -4.9 | 13
O=C(Cc1sc(-c2ccccc2Cl)nc1-c1ccccc1)Nc1ccc(F)cc1 | x | -7 | 4 | -5 | -4 | 25* | -40 | 3 | -0.9 | 40
CCOC(=O)N1CCN(C(=O)c2ccc(Cn3c(=S)[nH]c4ccc(Br)cc4c3=O)cc2)CC1 | 1 | 11 | 1 | 8 | -69 | -6 | -26 | -5 | -0.4 | 26
CC1CCN(C(=O)C2CCCN(S(C)(=O)=O)C2)CC1 (stereo not drawn) | 0 | -10 | -4 | -18 | 13 | -3 | 7 | 3 | -3.1 | -7
O=C(Cc1cccs1)NC1(C(=O)NC2CCCC2)CCCCC1 | 0 | -4 | 0 | -3 | 2 | 3 | 5 | -2 | x | -5
Cc1nn(-c2ccc(Cl)cc2)c(=O)c2c(C)noc12 | -1 | -14 | 0 | 12 | -12 | 4 | 4 | 7 | 0.5 | -4
Cc1cc(NC(=O)c2ccccc2Cl)no1 | 15 | -8 | 3 | -3 | 60 | -4 | 8 | 2 | 1.0 | -8
O=C(OCCN1CCCCC1)c1cccc(Cl)c1 | -2 | 5 | 7 | 12 | x | 0 | 22 | -2 | 0.1 | -22
O=C(Nc1cccc(F)c1)c1ccco1 | 3 | -3 | -3 | 4 | 21 | -1 | 4 | -1 | -0.8 | -4
CCc1n[nH]c2c1/C(=N/O)CCC2 | x | -3 | 3 | 8 | 10 | -3 | 18 | 0 | -0.6 | -18
O=C(Cc1coc2ccc3ccccc3c12)N1CCN(c2ncccn2)CC1 | x | -7 | 0 | -4 | x | -8 | -10 | 7 | -0.7 | 10
CCOn1c(=O)c(-c2cccs2)[n+]([O-])c2ccccc21 | x | -2 | -2 | -12 | 13 | -7 | -18 | -9 | -0.6 | 18
Cc1ccc(Oc2ccccc2)c(NC=O)c1 | x | -2 | -1 | x | 15 | -1 | 17 | 5 | -2.6 | -17
COc1ccccc1N1CCN(C(=O)C2C3C=CC4(CN(Cc5ccccc5Cl)C(=O)C24)O3)CC1 (stereo not drawn) | -6 | -18 | 1 | -3 | -13 | 7 | -11 | -3 | 2.1 | 11
O=C(COC(=O)/C=C/c1nc2ccccc2s1)Nc1ccccc1Oc1ccccc1 | 0 | -6 | -3 | 4 | 20 | -6 | -7 | -4 | 0.9 | 7
CC1CCCC(NC(=O)CN(C)S(=O)(=O)c2cnc[nH]2)C1C (stereo not drawn) | 2 | -3 | 8 | -4 | 5 | 8 | 26 | 0 | -0.6 | -26
Cc1cc(Cl)ccc1OCC(=O)N/N=C/c1ccc(OC2OC(CO)C(O)C(O)C2O)cc1 (stereo not drawn) | -1 | 5 | -1 | 41 | 0 | -1 | x | 0 | -0.8 | x
CCCCNC(=S)NC(=O)c1ccc(Cl)cc1Cl | 1 | -3 | -6 | 0 | 2 | 4 | -5 | -5 | -0.9 | 5
Cn1c(C=O)c(-c2ccc3c(c2)OCCO3)c2ccccc21 | -1 | -4 | -5 | 1 | -6 | -5 | -35 | 5 | 1.0 | 35
Cc1oc(-c2cccs2)nc1CS(=O)CC(=O)NC1CCCCCC1 (stereo not drawn) | 7 | -3 | 5 | 0 | x | -6 | -18 | 1 | -3.0 | 18
COc1ccc(CNC(=O)CCC(=O)c2ccccc2)cc1 | -4 | -12 | 0 | -4 | -3 | -8 | 19 | -1 | 2.1 | -19
COc1ccccc1-n1c(SCC(=O)NC2CCS(=O)(=O)C2)nc2ccccc2c1=O (stereo not drawn) | 12 | -2 | 3 | -1 | 10 | -4 | 22 | -5 | 0.2 | -22
Cc1ccc(S(=O)(=O)Nc2cccc(C(=O)NCCCn3ccnc3)c2)cc1F | -1 | -10 | -2 | -5 | -4 | -1 | 16 | -1 | 0.1 | -16
COc1ccc(OCC(=O)NCCS(=O)(=O)N2CCN(c3ccc(F)cc3)CC2)cc1 | -1 | 13 | 2 | 14 | -7 | -2 | -5 | 1 | 1.0 | 5
O=C1CCCc2cc3c(cc21)CC1(C3)Cc2cc3c(cc2C1)C(=O)CCC3 | -1 | 10 | 10 | -5 | -43 | -10 | -13 | -1 | 0.4 | 13
Cc1cccc(OC(C)C(=O)Nc2ccc3c(c2)OCCO3)c1 (stereo not drawn) | -2 | 13 | -4 | -4 | 4 | -2 | 9 | -1 | -0.7 | -9
CC(=O)c1c(C)[nH]c(C(=O)NNC(=O)COc2cc(C)cc(C)c2)c1C | -2 | -14 | 7 | -13 | 1 | -8 | 15 | 8 | 1.4 | -15
O=C(Cn1ncc(Cl)c(Cl)c1=O)N1CCN(S(=O)(=O)c2ccc3ccccc3c2)CC1 | -22 | -8 | -6 | -1 | -88 | -8 | 1 | 5 | 0.9 | -1
CCC(C)NC(=O)COC(=O)c1ccccc1OCC(=O)Nc1ccc(Br)cc1 (stereo not drawn) | x | 6 | -3 | -13 | -2 | 2 | -7 | 0 | -4.4 | 7
O=C1OCCC1Sc1nnnn1-c1ccccc1 (stereo not drawn) | -8 | 13 | -4 | -5 | -7 | 0 | x | -2 | -1.8 | x
COc1ccc(S(=O)(=O)Nc2cccc3c2O[C@H](CN(C)Cc2ccc(C(=O)O)cc2)[C@@H](C)CN([C@H](C)CO)C3=O)cc1 | -1 | -13 | 1 | -3 | 12 | -8 | 12 | 1 | -1.5 | -12
